From PubChem
Shn3 inh set2 – reduction of Shn3 3'UTR firefly luciferase signal, primary screen, Schnurri-3 inhibitor project, cell-based, Clone20 osteoblasts, set 2; Clone20 osteoblast Shn3 3'UTR firefly luciferase, 24 h; inhibition, % at 12.5 µM; actives 0.52% (n = 360,000); AID 588674, 2011;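 active = mean inhibition of at least 75% with every replicate also reaching 75%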;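 also: 0% = median of neutral control wells and 100% = pilot-screen positive control compound; some compounds past the cut are filed as inactive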
HIF-2a inh – HIF-2a reporter inhibitors, primary screen, luminescence, 786-0 RCC cells; 786-0 RCC cells HIF-2a reporter, luciferase luminescence, overnight; actives 0.72% (n = 360,000); inhibition, % at 18.8 µM;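 active = inhibition of the luminescence signal of 40% or more relative to plate controls, in a single-dose primary screen at 18.75 µM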
TRAIL sens C8 – viability loss with TRAIL in NB7+C8 cells, primary screen, TRAIL sensitizer project, cell-based, ATPlite luminescence; inhibition (viability loss, TRAIL sensitization), % at 10 µM; actives 1% (n = 360,000); AID 624354, 2012;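 active = compounds causing at least 50% loss of cell viability in the single-dose screen, relative to plate controls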
NR2E3 ag-1 – inhibitors of NR2E3-RetCOR corepressor binding, primary screen, NR2E3 agonist project, biochemical, TR-FRET, GST-NR2E3, biotin-RetCOR; 1536-well; actives 0.12% (n = 320,000); AID 2300, 2010; inhibition of corepressor binding, % at 4.78 µM;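 active = percent inhibition above the cutoff of mean plus 3 SD of all tested compounds, set per screening campaign, cut at about 20% in these data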;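 also: 0% = DMSO wells and 100% = biotin wells as full block of FRET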
Target sequence (Q9Y5X4 whole entry, looked up): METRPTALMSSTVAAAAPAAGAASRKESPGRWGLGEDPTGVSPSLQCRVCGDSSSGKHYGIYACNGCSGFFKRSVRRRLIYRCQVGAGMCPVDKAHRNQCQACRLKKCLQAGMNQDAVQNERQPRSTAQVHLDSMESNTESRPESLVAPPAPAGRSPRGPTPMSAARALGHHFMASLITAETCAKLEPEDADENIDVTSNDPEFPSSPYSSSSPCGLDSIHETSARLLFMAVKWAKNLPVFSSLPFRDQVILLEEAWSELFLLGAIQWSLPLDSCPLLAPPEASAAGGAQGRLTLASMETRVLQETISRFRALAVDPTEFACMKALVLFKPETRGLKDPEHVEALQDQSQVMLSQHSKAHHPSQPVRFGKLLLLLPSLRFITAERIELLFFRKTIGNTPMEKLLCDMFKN
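Material: NR2E3–RetCOR corepressor complex / Amount: 1.35 nM GST-NR2E3 / Medium: Tris pH 7.5 / Compound: single nominal compound dose of 4.8 µM / Incubation: 5 h at 4 °C / Technique: TR-FRET, Eu(K)-anti-GST donor, streptavidin-D2 acceptor, ex 340, em 617/671 nm / Read-out basis: percent loss of FRET ratio relative to control wells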
EBV LMP1 NFkB – EBV LMP1-driven NF-kappaB luciferase reporter inhibitors, primary screen, cell-based, luminescence, single point. LMP1-induced NF-kappaB luciferase reporter cells. inhibition, % at 12.5 µM. actives 0.69% (n = 350,000). AID 504558, 2011; in the data active = inhibition above about 41%;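 also: 0% = neutral control wells and 100% = reference inhibitor control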
hiPSC survival – enhancers of single-cell hiPSC survival, primary screen, ATPlite luminescence. 100% = ROCK inhibitor wells, 0% = DMSO. survival enhancement, % at 20 µM. actives 0.044% (n = 360,000). AID 602274, 2012; in the data active = survival enhancement above about 18%;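 also: cells exposed to compounds for 16 hours before the ATP read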
Peg3 promoter – Peg3 promoter-driven luciferase inhibitors, primary screen, cell-based, HeLa, luciferase luminescence; HeLa PEG-Prom luciferase reporter, overnight; inhibition, % at 20 µM; actives 1.7% (n = 360,000); AID 588405, 2011;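 active = inhibition of at least 50% at 20 µM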
MITF TRPM1 inh – inhibitors of MITF-dependent TRPM1 promoter reporter, primary screen, cell-based, SK-MEL-5, single point, luciferase; SK-MEL-5 TRPM1 promoter luciferase, 24 h; inhibition, % at 12.5 µM; actives 0.83% (n = 330,000); AID 488899, 2010;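 active = mean inhibition across replicates of 60% or more, whatever share of single replicates reaches that level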; also: values of inactives mirror those of a sister screen read the other way
KKLEB tox – cytotoxicity in KKLEB CF airway cells, primary screen, cytotoxicity control for CF NF-kB inhibitor project, cell-based, uHTS, fluorescence assay plates; activity change (cytotoxicity), % at 5 µM; KKLEB CF airway cells viability, ATPlite luminescence, overnight; hits give low values; cells stimulated with P. aeruginosa culture filtrate; actives 0.36% (n = 360,000);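 active = corrected activity change at or below -50% at 5 µM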
NR2E3 ag-2 – NR2E3 agonists in two-hybrid cells, primary screen, cell-based, luminescence, CHO-S, Gal4-NCOR/VP16-NR2E3 | luciferase | AID 602229, 2012 | actives 0.35% (n = 360,000) | Photoreceptor-specific nuclear receptor (Homo sapiens), Q9Y5X4 | inhibition of corepressor binding, % at 3.98 µM;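 active = inhibition above the mean of all tested compounds plus 3 SD, cut at about 70% in these data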;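 also: 0% = DMSO with NR2E3 transfected cells and 100% = cells lacking NR2E3 construct; higher means lower luciferase signal from less NR2E3 corepressor binding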
CF NFkB inh – inhibitors of PAF-induced NF-kB signaling, primary screen, cell-based, GFP fluorescence, uHTS; AID 588850, 2011; actives 0.86% (n = 360,000); inhibition, % at 5 µM; KKLEB NF-kB-GFP reporter, GFP fluorescence overnight;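 active = at least 50% inhibition at 5 µM, scaled per plate between neutral and stimulator controls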;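 also: PAF is a Pseudomonas aeruginosa culture filtrate used as stimulus; plate controls were PAF-stimulated DMSO wells for no effect and unstimulated DMSO wells for full effect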
Starred values were filed as active, the others as inactive; . = not tested or not shown. Not all compounds are listed. The share of hits here may be higher or lower than overall.

SMILES	Shn3 inh set2	HIF-2a inh	TRAIL sens C8	NR2E3 ag-1	EBV LMP1 NFkB	hiPSC survival	Peg3 promoter	MITF TRPM1 inh	KKLEB tox	NR2E3 ag-2	CF NFkB inh
Nn1c(SCC(=O)Nc2ccc3c(c2)OCCO3)nnc1-c1cccnc1	-12	3	1	3	-4	0.1	-3	2	8	2	-11
Cc1cccnc1C(NC(=O)C1CCN(CCCOc2ccccc2)CC1)c1ccc(F)cc1 (stereo unspecified)	33	-8	-20	.	.	-0.7	-9	.	8	0	-3
O=C(NC1CC1)c1sc2cc(F)ccc2c1Cl	-40	-230	-8	2	-13	2.2	-226	-65	11	-42	-32
O=C(CC12CC3CC(CC(C3)C1)C2)NCC(=O)N1CCCC1	-18	22	-15	-2	-1	-1.3	4	1	-9	23	10
O=C(NCc1ccco1)c1cc(-c2ccccc2)nn1CC1CC(c2cccc([N+](=O)[O-])c2)=NO1 (stereo unspecified)	-5	-9	-5	.	-1	-2.6	37	-3	-18	9	-2
CCOC(=O)c1sc2nc(N3CCOCC3)c3c(c2c1N)CC(C)(C)N(C)C3	-2	8	-5	4	-6	-1.1	2	-24	-2	4	-16
CC(=O)N1CCN(C(=S)Nc2ccc(SC(F)F)cc2)CC1	7	7	-1	2	3	2.6	-14	-7	-6	-17	10
O=C(Cn1c(=O)n(-c2cccc(C(F)(F)F)c2)c(=O)c2sccc21)NCC1CCCO1 (stereo unspecified)	-7	6	3	0	6	-0.2	-4	2	-1	-6	6
NS(=O)(=O)c1ccc(Cc2ncc(C(F)(F)F)cc2Cl)s1	14	14	1	0	-5	6.6	4	1	-7	-7	12
COc1ccccc1CNC(=O)[C@@H]1CCCN1C(=O)C1CCN(S(=O)(=O)c2ccc(C)cc2)CC1	21	9	-14	3	2	1.0	5	3	3	1	-13
O=C(Cn1[nH]c(=O)c2ccccc2c1=O)NCC1COc2ccccc2O1 (stereo unspecified)	-2	9	-1	1	-2	-2.6	23	0	6	2	11
c1ccc(COc2ccc(OCCOCCn3cncn3)cc2)cc1	-73	-185	18	1	-3	-1.9	-164	-60	4	-118	6
CC(C)(C)OC(=O)N1CCCC(C(=O)Nc2cccc(C(=O)NCCc3ccccc3)c2)C1 (stereo unspecified)	-11	-206	10	.	-13	-1.5	-94	-15	6	-3	-19
COc1ccc(N2CCN(C(C)C(=O)Nc3nnc(C)s3)CC2)cc1 (stereo unspecified)	5	10	0	2	-19	2.4	5	19	6	-9	-21
COC(=O)c1ccc(NC(=O)c2cn(-c3cccc(C)n3)cn2)cc1	-14	-42	9	.	3	-0.8	-13	-22	11	13	-5
C=CCn1c(Cc2cccs2)nnc1SCC(=O)Nc1cc(OC)cc(OC)c1	53	26	-10	2	8	-1.3	26	-9	2	0	-3
CC1CCCCC12NC(=O)N(CC(=O)NCC(=O)Nc1ccc(F)c(F)c1F)C2=O (stereo unspecified)	3	4	-10	2	2	-0.4	-3	-11	-10	-26	2
Cc1ccc2c(c1)N(CC(=O)NCCCN1CCN(C)CC1)C(=O)CO2	-13	6	10	1	-2	-0.1	13	-15	8	-27	13
Cc1ccc(Oc2ncc(CN3CCOCC3)s2)cc1	-19	-85	8	1	-8	-1.1	-79	-20	-2	-46	8
CCN1C(=O)/C(=C\c2nc3ccccc3c(=O)n2CC)c2ccccc21	-21	19	-3	5	-37	-0.5	20	-4	-13	12	8
O=C(Cn1cc(C(=O)c2ccco2)c2ccccc21)Nc1ccccc1F	89*	11	3	-1	15	-0.8	16	12	-8	4	-16
CC(NC(=O)COC(=O)CNC(=O)c1ccc(-c2ccccc2)cc1)c1ccccc1 (stereo unspecified)	-14	3	-13	0	-7	-0.6	15	-4	5	10	0
c1cc(-c2ccc3c(c2)CCO3)n2cnnc2c1	6	11	-7	.	.	2.4	6	.	3	9	6
Cc1nnc(Nc2ccc(Cl)cc2)s1	-8	-28	-18	2	-5	0.5	-14	-16	10	0	-22
CC1(C)C2CCC1(CS(=O)(=O)NC(CC(=O)O)c1cccc(Br)c1)C(=O)C2 (stereo unspecified)	1	4	-15	1	-1	7.7	3	1	-3	-9	15
CN(C)c1ccc(/C=C/CNC[C@H]2O[C@@H](n3ccc(N)nc3=O)[C@H](O)[C@@H]2O)cc1	-18	-7	1	.	5	2.4	0	.	-4	-17	-6
Cc1cc(C)nc(/N=C(\N)Nc2ccc(C(C)C)cc2)n1	73	-17	14	1	14	-0.4	9	1	2	18	2
O=C(NN=C1CCC(c2ccccc2)CC1)c1cc2c(s1)CCCC2 (stereo unspecified)	-16	4	-5	-3	2	0.4	-7	2	11	-37	-10
CN(C)/C=C(/C(=O)c1ccc(Cl)cc1Cl)S(=O)(=O)c1ccc(Cl)cc1	3	-3	-3	0	-8	-0.9	-8	1	3	-18	-13
Cc1cc(NC(=O)CCC(=O)N(Cc2ccc(F)cc2)C(C(=O)NC2CCCC2)c2ccco2)no1 (stereo unspecified)	17	3	3	0	0	-0.2	0	10	15	-13	-16
CCN(CC)c1nc2ccccc2nc1-n1nc(C)cc1C	5	8	24	-2	4	-1.8	21	7	-7	-3	-6
NC(=S)c1cnn2c(-c3cccc(C(F)(F)F)c3)ccnc12	-6	-24	4	2	-2	-0.6	3	8	9	24	-23
Cc1nc(-c2ccc(F)cc2)c(CC(=O)N(C)CC(=O)Nc2c(C)cccc2C)s1	-20	6	-2	.	-9	1.3	-4	0	8	-4	-12
Cc1ccccc1C(=O)NC(=S)N(C)C1CCCCC1	-17	1	-8	0	-26	-0.4	5	-3	-2	-14	-31
Cc1ccc(C(=O)CCC(=O)N2CCC(C(N)=O)CC2)cc1	-28	1	-5	-1	-17	-0.3	0	0	6	6	-2
Cc1ccccc1OCc1nnc(SCC(=O)Nc2c(C)n(C)n(-c3ccccc3)c2=O)n1-c1ccccc1	9	18	-7	0	7	2.2	8	3	-3	18	-3
COc1ccccc1C(=O)NCc1ccccc1	-10	-25	-7	3	-3	-3.4	3	-12	3	-15	-9
Cc1ccccc1CN1CCN(C(C)C(=O)NNC(=O)c2ccc(F)cc2)CC1 (stereo unspecified)	-9	-51	4	-1	-1	1.9	-31	-6	-2	4	1
Cc1cc(CSc2ccccc2)ccc1NC(=O)c1cccc([N+](=O)[O-])c1	9	14	10	-1	-4	-1.1	17	-9	-9	-11	25
CC1=CC(=C(C#N)C#N)C=C(C)N1CCN1CCN(C(=O)Nc2cccc(Cl)c2)CC1	-2	8	-10	12	-4	-1.0	0	2	6	-15	-2
COc1ccccc1-n1c(SCC(=O)Nc2cccc(C)c2)nc2c(c1=O)SCC2	0	18	-4	-4	-10	-0.7	16	-2	-3	-2	17
O=C1C(Cl)=C(NCC2CCCO2)C(=O)N1Cc1ccccc1 (stereo unspecified)	-17	4	-13	2	-1	0.8	6	8	-7	-13	8
Cc1ccc(S(=O)(=O)N2CCC(C(=O)N3CCCC(C(F)(F)F)C3)CC2)cc1C (stereo unspecified)	18	-2	10	-1	2	0.6	18	8	-1	-2	-11
CCn1c(SCC(=O)N/N=C/c2cccs2)nc2ccccc21	-9	10	3	-4	6	-2.0	15	16	5	-37	-3
CCc1ccc(NC(=O)C(=O)NCCN2CCN(S(C)(=O)=O)CC2)cc1	4	10	0	1	-5	-0.7	8	-9	11	-12	2
Cc1ccc(NC(=O)C2CCN(S(=O)(=O)c3ccc4[nH]c(=O)oc4c3)CC2)cc1F	-15	-63	-8	-2	-3	1.8	-44	-6	-1	20	1
O=Cc1cn(-c2ccccc2)nc1-c1ccncc1	19	-88	6	-2	-10	0.5	-2	-22	-15	5	16
CCN(CC)c1ccc(NC(=O)C2=CCN(S(=O)(=O)c3ccc(F)cc3)CC2)c(C)c1	27	-7	-10	1	-4	0.0	4	9	-6	0	1
Nc1nonc1-c1nc2ccccc2n1Cc1ccccc1	2	-18	7	-2	-29	-1.4	-10	10	-14	-201	-39
Cc1ccc(Cl)cc1N1CCN(C(=O)C2CCN(S(=O)(=O)c3cnc[nH]3)CC2)CC1	-1	23	7	0	8	-1.1	18	-10	5	6	-3
CN1CCN(CC#CCC2(O)c3ccccc3-c3ccccc32)CC1	-2	9	-2	0	0	2.9	14	0	2	-33	31
Fc1ccccc1-c1nc2c(s1)CCc1onc(-c3ccc(Br)cc3)c1-2	5	5	4	2	-9	-1.7	-2	3	3	2	-12
O=C(CCNS(=O)(=O)c1cccs1)NC1CCN(Cc2ccccc2)CC1	3	19	-5	4	-40	-1.7	9	-12	-8	-14	5
CC(C)C(=O)Nc1ccc(Cl)cc1-c1nc2ccccc2[nH]c1=O	16	-4	2	6	-5	-0.6	3	14	-1	-4	-12
C=CCc1ccc(OCC(O)CN2CCC(Cc3ccccc3)CC2)c(OC)c1 (stereo unspecified)	-2	17	1	3	3	-1.4	36	23	-10	12	5
COc1ccc2[nH]c(C(=O)N/N=C/c3ccc(O)cc3O)cc2c1	89*	-6	29	.	40	-0.9	39	59	4	-40	24
Cc1c(C(=O)NC2CCCc3ccccc32)oc2ccccc12 (stereo unspecified)	-1	-30	13	0	-22	-4.1	-1	1	-1	-26	5
Cc1ccc(Cn2nnc3c(=O)[nH]c(C4CCN(S(=O)(=O)c5cc(C)ccc5C)CC4)nc32)cc1	17	7	-18	-1	-27	4.8	-2	4	-4	15	0
COc1ccc(-c2ccc(C)cc2)cc1[C@H]1[C@@H]2C=CCC[C@@]2(C)C(=O)N1Cc1ccccc1	27	1	7	2	-29	-2.8	18	-6	-41	-3	36

2 records drawn at random from those above:
SMILES	Shn3 inh set2	HIF-2a inh	TRAIL sens C8	NR2E3 ag-1	EBV LMP1 NFkB	hiPSC survival	Peg3 promoter	MITF TRPM1 inh	KKLEB tox	NR2E3 ag-2	CF NFkB inh
Fc1ccccc1-c1nc2c(s1)CCc1onc(-c3ccc(Br)cc3)c1-2	5	5	4	2	-9	-1.7	-2	3	3	2	-12
COc1ccc(N2CCN(C(C)C(=O)Nc3nnc(C)s3)CC2)cc1 (stereo unspecified)	5	10	0	2	-19	2.4	5	19	6	-9	-21
